SMARCA2 act – increases SMARCA2 function in MMTV reporter cells | hit rate 1% among 370,000 | AID 652017 | activation, % at 9.1 µM | MG213 cells, MMTV-luciferase reporter, dexamethasone, overnight; in the data active = activation above about 7.8%;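 also: 0% = vehicle wells and 100% = reference activator wells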
hcDAF12 agonist – activators of H. contortus DAF-12 nuclear receptor; HEK293 hcDAF-12 lit1-tk-luc reporter, luminescence; 0% DMSO, 100% Δ7-dafachronic acid; activation, % at 6.8 µM; hit rate 1.4% among 370,000;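 active = activation above the mean of all tested compounds plus 3 SD, cut at about 5.5% in these data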;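 also: 100% = response to 3 µM Δ7-dafachronic acid high control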
ADAM10 inh – ADAM10 inhibition, QFRET primary screen; O14672; recombinant ADAM10, EDANS/DABCYL FRET peptide cleavage, 3 h; inhibition, % at 7 µM; hit rate 0.62% among 370,000; AID 720582;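 active = inhibition above a per-campaign cutoff equal to the mean of compounds falling between control-based bounds plus 3 SD, cut at about 20% in these data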;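 also: 0% = DMSO wells while the 100% control is not disclosed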
hgDAF12 agonist – hgDAF-12 agonism, primary luciferase screen; activation, % at 6.8 µM; hit rate 1.8% among 370,000; AID 687014; HEK293 GAL4-hgDAF12 UAS-luciferase reporter, agonist luminescence; normalized to butyrate control;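 active = activation above a cutoff set at the mean of all screened compounds plus 3 SD, cut at about 10% in these data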;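 also: 0% = DMSO wells and 100% = sodium butyrate wells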
FXN GAA850 act – increases GAA850 frataxin promoter reporter activity; HEK293 lucGAA850 FXN promoter luciferase reporter, 24 h; percent of 10 µM SAHA response; activation, % at 6 µM; hit rate 0.56% among 360,000; AID 540364;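 active = activation above the average of all compounds screened plus 3 SD, cutoff fixed separately per campaign, cut at about 7.5% in these data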;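 also: 0% = DMSO wells and 100% = 10 µM SAHA wells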
ADAM17 inh – inhibitors of human ADAM17; inhibition, % at 6.95 µM; recombinant ADAM17, EDANS/DABCYL FRET peptide cleavage; hit rate 0.83% among 370,000; P78536; AID 720648;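 active = inhibition above the mean of compounds lying between control limits plus 3 SD, set per campaign, cut at about 8.5% in these data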;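 also: 0% = DMSO-only wells as the low control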
GC-A act – GC-A (human) enzyme activation; HEK293 GC-A cells, cGMP TR-FRET, EC30 ANP; 0% at EC30 ANP, 100% saturating ANP; AID 1671463; hit rate 0.14% among 370,000; P16066; activation, % at 10 µM; in the data active = activation above about 40%
Target sequence (P16066 whole entry, looked up): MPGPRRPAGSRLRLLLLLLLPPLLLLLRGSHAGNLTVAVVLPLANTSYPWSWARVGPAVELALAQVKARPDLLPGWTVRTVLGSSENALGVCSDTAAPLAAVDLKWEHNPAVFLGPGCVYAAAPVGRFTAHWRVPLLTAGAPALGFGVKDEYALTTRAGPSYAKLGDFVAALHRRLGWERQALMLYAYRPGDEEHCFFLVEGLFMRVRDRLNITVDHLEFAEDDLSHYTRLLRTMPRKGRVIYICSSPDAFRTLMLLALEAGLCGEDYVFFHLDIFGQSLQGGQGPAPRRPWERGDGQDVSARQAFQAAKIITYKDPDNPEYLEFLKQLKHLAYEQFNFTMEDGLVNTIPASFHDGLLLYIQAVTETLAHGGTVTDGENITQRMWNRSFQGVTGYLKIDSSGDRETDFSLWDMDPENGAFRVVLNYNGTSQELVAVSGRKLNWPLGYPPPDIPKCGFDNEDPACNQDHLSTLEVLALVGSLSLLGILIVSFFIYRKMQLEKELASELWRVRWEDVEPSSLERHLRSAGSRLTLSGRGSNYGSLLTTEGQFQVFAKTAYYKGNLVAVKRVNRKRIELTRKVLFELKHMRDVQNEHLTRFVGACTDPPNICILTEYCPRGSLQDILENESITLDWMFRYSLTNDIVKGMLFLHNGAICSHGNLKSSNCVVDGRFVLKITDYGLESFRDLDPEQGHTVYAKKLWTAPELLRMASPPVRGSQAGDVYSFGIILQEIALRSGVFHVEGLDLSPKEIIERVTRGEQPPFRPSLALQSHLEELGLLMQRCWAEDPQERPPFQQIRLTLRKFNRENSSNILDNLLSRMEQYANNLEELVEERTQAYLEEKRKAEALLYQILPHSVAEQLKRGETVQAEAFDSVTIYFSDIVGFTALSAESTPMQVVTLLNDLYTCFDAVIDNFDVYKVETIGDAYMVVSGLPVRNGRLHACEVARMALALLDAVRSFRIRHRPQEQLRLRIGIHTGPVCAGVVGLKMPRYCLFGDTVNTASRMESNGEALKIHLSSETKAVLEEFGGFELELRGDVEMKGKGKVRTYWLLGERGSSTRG
DAX1 inh-1 – inhibits human nuclear receptor DAX1; P51843; HEK293 Gal4-DAX1 luciferase reporter, luminescence; inhibition, % at 6.75 µM; hit rate 0.99% among 340,000; AID 504766;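 active = inhibition above the mean over all tested compounds plus 3 SD, cut at about 4.2% in these data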;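 also: 0% = DAX1-transfected cells with DMSO and 100% = empty-vector control cells with DMSO; inhibition shows as a rise in luminescence from relieved DAX1 repression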
DAX1 inh-2 – blocks DAX1 repression of SF-1 activated StAR promoter; AID 652010; hit rate 1.1% among 370,000; inhibition, % at 6.8 µM; HEK293T StAR-luciferase reporter, SF-1/DAX-1 repression relief;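 active = inhibition above the mean over all tested compounds plus 3 SD, cut at about 3.6% in these data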;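 also: 0% = DAX-1 cells with DMSO and 100% = cells lacking DAX-1 with DMSO; higher inhibition means more luminescence from relief of DAX-1 repression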
ssDAF-12 act – S. stercoralis DAF-12 activation, primary screen; activation, % at 6.8 µM; HEK293 ssDAF-12/GRIP1 lit1-tk-luc reporter, luminescence; % of 3 µM dafachronic acid response; hit rate 1% among 370,000;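 active = activation above the mean over all tested compounds plus 3 SD, cut at about 0.9% in these data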;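 also: 0% = DMSO-only wells and 100% = 3 µM delta7-dafachronic acid wells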
PG9 Ab binder – small molecules binding HIV-1 gp120 antibody PG9; inhibition, % at 6.7 µM; AID 624416; TR-FRET gp120-PG9 antibody binding; hit rate 0.43% among 360,000; in the data active = inhibition above about 8.5%
* marks the source's active call; other numbers are inactive results; / = no result given.

SMILES	SMARCA2 act	hcDAF12 agonist	ADAM10 inh	hgDAF12 agonist	FXN GAA850 act	ADAM17 inh	GC-A act	DAX1 inh-1	DAX1 inh-2	ssDAF-12 act	PG9 Ab binder
Cc1ccc(C(=O)CC(C(=O)O)n2cncn2)cc1 (stereo not given)	-2	0.3	-16	-1.6	0.1	-9	1	1.7	0.1	-0.9	0.9
CCCCn1c(/N=C/c2cc(OC)ccc2O)nc2ccccc21	1	0.0	-11	-1.0	0.3	-5	-4	0.8	-0.8	-1.2	-3.2
Cc1cccc2cc(C#N)c(SCC(=O)NCC3CCCO3)nc12 (stereo not given)	-2	-0.9	-4	0.9	2.7	-6	0	1.4	-0.8	-0.9	0.4
CC(=O)c1ccc(N=Nc2c(C)[nH]n(-c3ccccc3)c2=O)cc1	-1	1.8	-13	-1.6	1.9	4	-1	-0.2	0.5	0.9*	-2.8
O=c1[nH]c(/C=C\c2cccs2)nc(O)c1[N+](=O)[O-]	1	-1.3	1	1.9	2.3	1	-1	1.3	-0.3	0.1	-5.2
COc1ccc(C(=O)NC2CCN(C(=S)Nc3ccccc3)CC2)cc1	3	-0.7	1	0.1	3.4	1	0	1.2	-0.6	-0.1	-2.1
CCOC(=O)c1cc2ccccc2n1C1CCN(CCc2ccccc2)CC1	2	-1.5	4	-0.4	/	2	1	/	-1.2	-1.2	-2.4
Nn1c(SCC(=O)Nc2cccc3ccccc23)nnc1-c1n[nH]c2c1CCC2	-1	-1.5	3	-0.4	/	0	0	/	-1.0	-1.4	/
CCCCN1C(=O)C(CC(=O)NC(c2ccccc2)c2ccccc2)CC(C(=O)N2CCCCCC2)=C1C (stereo not given)	2	-0.5	-6	1.3	/	-3	3	/	0.2	-0.7	-0.5
CC1(C(=O)NS(=O)(=O)c2ccc3ccccc3c2)CCN1C(=O)Cc1ccc(-c2ccccc2)cc1 (stereo not given)	1	0.4	4	-2.2	0.0	2	4	/	1.1	-1.0	-1.5
CC(C)(CO)NC(=S)NCc1ccco1	6	1.4	-4	-0.6	0.2	-3	2	/	-0.2	-0.8	-5.4
COc1cccc(CC(=O)OC(C)C(=O)Nc2ccc(Cl)cn2)c1 (stereo not given)	0	-1.7	2	-0.2	0.8	1	2	0.8	-0.7	-1.1	-1.3

Quoted at random: 2 compounds from above.
SMILES	SMARCA2 act	hcDAF12 agonist	ADAM10 inh	hgDAF12 agonist	FXN GAA850 act	ADAM17 inh	GC-A act	DAX1 inh-1	DAX1 inh-2	ssDAF-12 act	PG9 Ab binder
COc1ccc(C(=O)NC2CCN(C(=S)Nc3ccccc3)CC2)cc1	3	-0.7	1	0.1	3.4	1	0	1.2	-0.6	-0.1	-2.1
Nn1c(SCC(=O)Nc2cccc3ccccc23)nnc1-c1n[nH]c2c1CCC2	-1	-1.5	3	-0.4	/	0	0	/	-1.0	-1.4	/

Next compounds follow.
SMILES	SMARCA2 act	hcDAF12 agonist	ADAM10 inh	hgDAF12 agonist	FXN GAA850 act	ADAM17 inh	GC-A act	DAX1 inh-1	DAX1 inh-2	ssDAF-12 act	PG9 Ab binder
CC1C(O)=C(c2ccccc2)P(=O)(Cc2ccccc2)C1C (stereo not given)	1	1.9	2	-2.5	/	-2	3	/	0.2	-0.7	-2.6
COc1cccc(-n2c(SCC(=O)Nc3ccc4c(c3)CCC4)nc3ccccc3c2=O)c1	-4	-1.6	16	1.2	0.2	5	1	1.6	-1.1	-2.0	-3.0
COC(CNC(=O)c1ccc2c(c1)ncn2-c1cccc(F)c1)OC	3	-1.5	0	1.7	1.3	1	0	0.6	-0.5	-1.0	-4.2
COc1ccccc1OCCNC(=O)c1cccc(S(=O)(=O)N2CCN(C)CC2)c1	-1	-1.7	2	0.9	-0.8	-1	-1	0.5	0.8	-0.8	1.2
O=C(NCC(c1ccco1)N1CCCC1)c1cccc(NS(=O)(=O)c2ccccc2)c1 (stereo not given)	-1	-1.3	-8	-1.0	0.2	-1	1	1.4	-0.1	-0.9	1.0
Cc1nc(-c2nc(-c3c(C(=O)NNC(=O)c4ccc(Cl)cc4)noc3C)cs2)cs1	0	0.5	0	-0.3	1.1	0	-5	0.6	-0.3	-1.0	-3.5
CCn1nc(C)c(NC(=O)CCSc2nc(-c3ccco3)cc(C(F)(F)F)n2)c1C	-4	-3.2	-5	-2.5	1.3	-3	3	-1.1	-0.8	-1.5	0.1
O=C(c1cn2ccccc2n1)N1CCc2c([nH]c3ccccc23)C1c1ccccn1 (stereo not given)	0	-0.8	0	-0.1	1.5	3	-1	0.1	-0.4	0.9*	1.0
O=C(CSc1nnc(-c2ccccc2O)n1-c1ccccc1)Nc1cccc(C(=O)O)c1	3	-1.8	2	4.5	-1.6	-1	1	-0.4	-0.6	-1.2	-2.9
CCCC(C(=O)Nc1ccc(S(=O)(=O)N2CCCC2)cc1)c1ccccc1 (stereo not given)	1	-1.6	9	-0.7	0.9	7	-6	0.4	0.6	-1.0	0.5
CC(=O)Nc1ccc2c(c1)nc(CCNC(=O)c1ccccc1)n2C	5	-1.6	-4	-1.1	-1.8	0	0	0.0	-0.2	-1.3	-1.5
COc1ccc(C(=O)CSc2nnc(-c3cc(C)cc(C)c3)o2)cc1	-4	0.1	1	-2.1	-0.1	0	1	-1.4	0.2	-1.6	-0.5
Cc1noc(C)c1COC(=O)CNC(=O)c1ccc(Cl)cc1	-3	1.7	8	-2.7	1.9	5	0	0.2	0.1	-1.2	0.3
c1ccc(Oc2ccc(-c3ccnc4ncnn34)cc2)cc1	0	-2.9	-4	0.1	1.0	-5	-2	-0.8	0.0	-0.3	-2.2
COc1ccc(CC(=O)Nc2ccc3nc(C)sc3c2)cc1OC	-1	-1.6	5	-0.4	1.2	2	-3	-0.4	-0.2	-0.5	0.2
N#C/C(=C\C1=C(N2CCOCC2)C(=C\c2ccc(Cl)cc2)/CC1)C(=O)Nc1ccccc1F	-4	0.3	8	-0.2	-1.0	-6	0	1.3	0.9	-0.6	1.9
CC(C)C[C@H](NC(=O)c1[nH]cnc1C(=O)N[C@@H](C)C(=O)OCc1ccccc1)C(=O)OCc1ccccc1	-3	0.6	25*	-0.4	1.1	12*	-1	0.5	-0.5	-1.3	-1.1
CCOC(=O)c1c(CN2CCCCC2)oc2ccc(O)cc12	3	-0.8	-4	-1.9	2.2	-1	0	-0.1	-0.4	-1.2	-1.4
COc1ccc(-c2cc(C)no2)cc1S(=O)(=O)NCC1CCN(Cc2cc(C)ccc2C)CC1	-1	0.3	4	0.2	-3.0	2	-7	0.1	2.0	-1.4	-1.8
CCCC(=O)Nc1c(-c2ccc(OC)cc2)c(=O)c2ccccc2n1C	-3	-1.4	-332	0.8	0.7	-107	6	0.4	0.9	-1.1	2.3
Clc1ccc2nc(C3CCCCC3)c(CC3CCCCC3)n2c1	-3	-1.3	4	-1.4	/	-2	0	/	0.2	-0.8	-0.3
COC(=O)c1cc2c(c3c4cc(F)ccc4n(S(=O)(=O)c4ccc(C)cc4)c13)C(=O)N(Cc1ccc(N(C)C)cc1)C2	-1	0.1	1	1.4	/	-1	-5	/	-0.6	-0.5	0.3
O=C(Nc1nnc(COc2ccc(Cl)cc2)s1)c1ccc([N+](=O)[O-])cc1	0	-0.5	-3	0.0	2.9	-1	0	0.3	0.0	-0.2	-2.0
O=C(NCCCn1ccnc1)c1ccc(Cl)c(Cl)c1	4	-1.1	5	-0.5	0.7	-1	-3	0.1	-0.1	-1.4	-3.3
O=C(NCCCN1CCCC1=O)c1ccccc1NS(=O)(=O)c1ccc(F)cc1	5	-1.3	-19	0.3	0.6	-19	6	0.8	0.6	-0.8	1.1
Cc1ccc(S(=O)(=O)N2CCN(C(=O)N3CCCCC3)CC2)c(C)c1	-2	4.3	2	1.9	0.9	-3	1	-0.9	-0.3	-0.9	0.6
CCOc1cc(CNCCc2ccc(S(N)(=O)=O)cc2)ccc1OCC(=O)NC1CCCCC1	-2	-1.7	0	-3.0	-3.2	2	2	0.1	0.3	-1.6	-2.8
C[C@H]1CN([C@@H](C)CO)C(=O)c2cccc(NC(=O)C3CC3)c2O[C@H]1CN(C)Cc1ccncc1	2	-1.7	-6	-0.5	1.1	-4	-3	0.0	1.0	-1.2	2.2
O=C(Nc1cccc([N+](=O)[O-])c1)c1ccc(-c2ccccc2)cc1	2	-2.4	4	1.2	1.1	0	-9	-0.8	0.5	-1.5	-0.9
Cc1ccc(CSc2nnc(-c3ccc(S(=O)(=O)N4CCCC4)cc3)o2)cc1	-2	-1.5	-3	0.1	-0.3	-5	-12	0.6	0.1	-1.6	-1.0
O=C(c1cccc(C(F)(F)F)c1)N1CCOc2ccccc21	-1	-0.1	3	1.0	0.2	1	-6	0.7	-0.7	-0.3	-3.2
O=C(OCn1nnc2ccccc2c1=O)c1cccs1	0	-0.2	-2	-2.2	-0.7	-1	1	0.4	1.3	-1.3	-1.7
Cc1oc2c(C)c3oc(=O)c(CCC(=O)NCCN4CCOCC4)c(C)c3cc2c1C	2	0.6	-94	-5.3	0.1	-21	6	2.9	0.8	-1.3	-1.6
O=C(Cc1c(F)cccc1Cl)OCN1C(=O)c2ccccc2C1=O	-3	-0.2	-2	1.6	-1.5	-5	-2	-0.6	-0.3	-0.8	0.4
C(=C\c1ccccc1)/CN1CCN(C(c2ccnc3ccccc23)c2nnnn2C2CCCC2)CC1 (stereo not given)	-4	-0.4	-16	1.9	/	-6	-4	/	-0.8	-0.3	-2.2
COc1ccc(S(=O)(=O)N2CCCCC2)cc1NC(=O)CCOc1cc(C)ccc1C	1	-0.5	-3	0.5	-0.7	2	0	-0.4	1.3	-1.3	-1.8
Cc1cccc(Nc2n[nH]c(C)c2[N+](=O)[O-])c1	4	6.8*	3	14*	8.7*	1	11	2.3	3.7*	-0.2	-0.4
O=C(c1cc(N2C(=O)C3C4CCC(C4)C3C2=O)ccc1Cl)N1CCN(c2ccccc2F)CC1 (stereo not given)	-1	-1.0	0	-0.5	0.5	1	1	1.3	0.2	-1.2	0.6
O=C(Nc1ccccn1)C1CCN(c2ncnc3c2nc2n3CCCCC2)CC1	-4	-2.9	-4	0.9	1.6	-2	4	-0.7	-0.1	-1.1	-2.9
Cc1nc2ccccc2nc1CC(O)(c1ccccc1)c1ccccc1	-5	-1.3	-2	1.1	0.6	5	-19	1.5	2.9	-1.6	0.0
Cc1ccc(NC(=O)CSc2nnc(CNC(=O)c3ccco3)n2C)c(C)c1	-2	0.1	-3	1.6	-2.9	0	-5	0.3	-3.5	-0.7	0.3
O=C(COC(=O)/C(=C/c1cccs1)c1cccs1)NCc1ccccc1Cl	-5	-2.3	11	-2.4	-0.1	6	-3	0.7	-0.2	-1.8	-1.6

Whole records as entered above.
Listed for Cc1cccc(Nc2n[nH]c(C)c2[N+](=O)[O-])c1 : SMARCA2 act = 4; hcDAF12 agonist = 6.8*; ADAM10 inh = 3; hgDAF12 agonist = 14*; FXN GAA850 act = 8.7*; ADAM17 inh = 1; GC-A act = 11; DAX1 inh-1 = 2.3; DAX1 inh-2 = 3.7*; ssDAF-12 act = -0.2; PG9 Ab binder = -0.4
Listed for Cc1nc(-c2nc(-c3c(C(=O)NNC(=O)c4ccc(Cl)cc4)noc3C)cs2)cs1 : SMARCA2 act = 0; hcDAF12 agonist = 0.5; ADAM10 inh = 0; hgDAF12 agonist = -0.3; FXN GAA850 act = 1.1; ADAM17 inh = 0; GC-A act = -5; DAX1 inh-1 = 0.6; DAX1 inh-2 = -0.3; ssDAF-12 act = -1.0; PG9 Ab binder = -3.5

Source: PubChem BioAssay
